Screening data (PubChem)
M4 antag = antagonists of human muscarinic M4 receptor (CHRM4); inhibition, % at 3 µM; P08173; CHO-hM4 cells, ACh EC80, Fluo-8 calcium fluorescence; 360,000 tested, 0.73% active;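 active means inhibition above its plate's cutoff, the mean inhibition of sample wells plus 3 SD, cut at about 27% in these data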;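 further: 0% = acetylcholine EC80 with DMSO and 100% = DMSO without agonist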
M4 ag = CHRM4 agonism in calcium assay; CHO-K1 hM4/Gqi5, Fluo-8 calcium fluorescence; vehicle 0%, full acetylcholine response 100%; activation, % at 3 µM; P08173; 360,000 tested, 0.14% active;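 active means activation above the run mean over all test wells plus 3 SD, cut at about 32% in these data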;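 further: peak over basal fluorescence ratio per well then scaled between controls; 0% = DMSO wells and 100% = acetylcholine at EC100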
OXTR potentiator = potentiates the human oxytocin receptor response; CHO-OTR cells, Fluo-8 calcium fluorescence, potentiator mode; 0% = oxytocin EC15, 100% = EC100; activation, % at 3 µM; 320,000 tested, 0.061% active; AID 2445;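 active means activation above that plate's cutoff, the mean activation of tested compounds plus 3 SD, cut at about 6.6% in these data, passing the limit was not always enough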;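 further: 100% uses oxytocin at 75 nM as the full agonist control; some results filed as inactive read as strong as hits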
Target sequence (P30559 whole entry, looked up): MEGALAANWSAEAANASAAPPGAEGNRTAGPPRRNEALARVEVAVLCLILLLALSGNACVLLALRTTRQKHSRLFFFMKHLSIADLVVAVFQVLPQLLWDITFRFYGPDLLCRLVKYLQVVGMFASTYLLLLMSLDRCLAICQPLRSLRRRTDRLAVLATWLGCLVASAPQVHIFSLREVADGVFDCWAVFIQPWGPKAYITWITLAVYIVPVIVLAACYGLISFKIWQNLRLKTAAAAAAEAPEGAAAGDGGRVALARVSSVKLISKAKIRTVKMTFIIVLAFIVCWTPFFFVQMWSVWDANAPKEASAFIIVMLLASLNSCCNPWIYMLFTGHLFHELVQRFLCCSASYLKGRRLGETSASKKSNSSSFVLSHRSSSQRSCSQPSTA
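Replication – single well per compound, singlicate · Assay system – CHO cell line stably expressing human OTR · Timing – 6 min pre-incubation, 100 s read · Measure – normalized max/min fluorescence ratio, % activation · Doses – 3.0 µM, one dose · Detection – Fluo-8 calcium dye fluorescence · Probe or stimulus – oxytocin near EC15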
M1 ag parental = M1 agonist counterscreen hit in parental CHO-K1 cells. Fluo-8 calcium fluorescence; scaled to maximal ATP response, vehicle zero. activation, % at 3 µM. 360,000 tested, 0.48% active. AID 602248; in the data active means activation above about 15%;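 further: untransfected CHO-K1 host cells lacking M1 receptor as counterscreen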
CHRM1 agonist = human M1 muscarinic receptor agonism; CHO-K1 hM1, Fluo-8 calcium fluorescence, agonist mode; 0% DMSO, 100% acetylcholine EC100; activation, % at 3 µM; 360,000 tested, 0.33% active; P11229; AID 588814;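 active means activation above the run's mean compound activation plus 3 SD, cut at about 16% in these data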;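 further: peak over basal fluorescence ratio within a 140 s kinetic read after compound addition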
Target sequence (P11229 whole entry, looked up): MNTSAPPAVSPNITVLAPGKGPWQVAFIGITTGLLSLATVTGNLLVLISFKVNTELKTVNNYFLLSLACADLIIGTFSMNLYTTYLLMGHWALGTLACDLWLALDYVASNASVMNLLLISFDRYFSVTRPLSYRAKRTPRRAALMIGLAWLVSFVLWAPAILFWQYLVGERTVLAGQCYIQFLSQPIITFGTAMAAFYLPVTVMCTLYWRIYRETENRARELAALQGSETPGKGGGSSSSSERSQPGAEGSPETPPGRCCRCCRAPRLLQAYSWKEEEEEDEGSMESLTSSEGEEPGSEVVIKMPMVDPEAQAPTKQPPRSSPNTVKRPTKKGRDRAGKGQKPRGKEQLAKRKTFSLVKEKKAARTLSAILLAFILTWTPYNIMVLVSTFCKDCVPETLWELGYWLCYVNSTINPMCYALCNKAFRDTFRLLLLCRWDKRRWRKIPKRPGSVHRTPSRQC
CHRM1 antagonist = blocks human M1 muscarinic receptor; inhibition, % at 3 µM; 360,000 tested, 1.3% active; CHO-K1 hM1, Fluo-8 calcium fluorescence, ACh EC80 antagonist; P11229;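 active means percent inhibition above its own plate's cutoff, namely the mean of that plate's compound wells plus 3 SD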;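 further: peak over basal fluorescence ratio during 140 s after agonist addition; 0% = ACh EC80 plus DMSO and 100% = DMSO alone without agonist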
CHO parental Ca = signal in parental CHO cells, OX1R antagonist counter-screen. parental CHO-K1, ATP-induced calcium, Fluo-8 fluorescence. inhibition, % at 5.6 µM. 330,000 tested, 0.63% active. AID 463079;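 active means inhibition above that plate's mean sample inhibition plus 3 SD, cut at about 26% in these data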;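 further: 0% = ATP-challenged DMSO wells and 100% = DMSO wells without ATP; some compounds past the cut are filed as inactive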
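Test system: untransfected parental CHO cell line. Compound: one dose, 5.6 µM nominal. Detection: intracellular calcium via Fluo-8 no-wash fluorescent dye. Measure: % inhibition. Benchmarks: ATP-challenged DMSO wells low, unchallenged DMSO wells high.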
CHO-K1 Ca antag = counter-screen for M1 antagonists: effect in parental CHO-K1 cells; ATP-induced calcium, Fluo-8 fluorescence; inhibition, % at 3 µM; 360,000 tested, 0.6% active;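 active means inhibition above a per-plate cutoff, the plate's mean sample inhibition plus 3 SD, cut at about 24% in these data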;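 further: 0% = DMSO plus EC80 ATP and 100% = DMSO alone without ATP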
M1 PAM = potentiates human M1 receptor response to acetylcholine | P11229 | CHO-K1 hM1, Fluo-8 calcium fluorescence, ACh EC20; 0% = ACh EC20, 100% = maximal ACh | activation, % at 3 µM | 360,000 tested, 0.088% active | AID 588819; in the data active means activation above about 19%, passing the limit was not always enough
Starred values were filed as active, the others as inactive; · = no result given.

SMILES	M4 antag	M4 ag	OXTR potentiator	M1 ag parental	CHRM1 agonist	CHRM1 antagonist	CHO parental Ca	CHO-K1 Ca antag	M1 PAM
Cc1cc(NC(=O)c2ccc(Cl)cc2)n(CCC#N)n1	10	3	-7	16*	0	-2	-5	7	5
CC(C)C[C@H](NC(=O)Nc1ccc2c(c1)OCCO2)C(=O)O	7	0	-1	0.2	-2	9	2	-11	-3
COc1cccc(-c2nc(CS(=O)(=O)CC(=O)Nc3ccccc3Br)c(C)o2)c1	-13	-1	-12	2.3	-3	-9	-15	-18	5
COc1ccc(/C=C2\C(=O)N(Cc3ccc(F)cc3)CC(=O)N2Cc2ccccc2)cc1	14	1	-5	1.5	-4	3	-13	0	1
O=C(N/N=C/c1ccccc1F)c1cccc2ccccc12	0	1	-15	0.5	-1	-13	-18	0	2
CCOc1ccc(-c2cn3ccccc3n2)cc1	-15	2	-3	-0.2	-6	-4	0	-1	9
COc1cc(OC)cc(C(=O)NCC(=O)N2CCN(S(=O)(=O)c3ccccc3F)CC2)c1	0	0	14*	0.0	-3	-9	-11	-9	10
CCn1ncc(CNC(=O)C2(C)CC2(Br)Br)c1C (stereo not given)	1	0	-6	0.3	-7	-9	-2	-5	10
COc1cc(CN(C)Cc2cc(=O)oc3cc(C)c(Cl)cc23)ccc1OC(F)F	-12	2	2	0.1	-5	-8	-17	-8	3
Cc1cc(NC(=O)CSc2ccccc2)no1	-2	0	-11	0.1	-4	6	0	-6	1
O=C(CSc1ccccn1)Nc1ccc(N2CCOCC2)cc1	4	1	0	0.2	-3	-7	2	-4	7
O=[N+]([O-])c1ccc(-c2nc(NCc3ccccc3)c3ccccc3n2)cc1	1	2	1	0.1	2	2	2	12	17

Shown with bars between the fields: part of the list above.
structure | M4 antag | M4 ag | OXTR potentiator | M1 ag parental | CHRM1 agonist | CHRM1 antagonist | CHO parental Ca | CHO-K1 Ca antag | M1 PAM
COc1ccc(/C=C2\C(=O)N(Cc3ccc(F)cc3)CC(=O)N2Cc2ccccc2)cc1 | 14 | 1 | -5 | 1.5 | -4 | 3 | -13 | 0 | 1
O=C(N/N=C/c1ccccc1F)c1cccc2ccccc12 | 0 | 1 | -15 | 0.5 | -1 | -13 | -18 | 0 | 2
CCOc1ccc(-c2cn3ccccc3n2)cc1 | -15 | 2 | -3 | -0.2 | -6 | -4 | 0 | -1 | 9
COc1cc(OC)cc(C(=O)NCC(=O)N2CCN(S(=O)(=O)c3ccccc3F)CC2)c1 | 0 | 0 | 14* | 0.0 | -3 | -9 | -11 | -9 | 10

New compounds follow:
SMILES	M4 antag	M4 ag	OXTR potentiator	M1 ag parental	CHRM1 agonist	CHRM1 antagonist	CHO parental Ca	CHO-K1 Ca antag	M1 PAM
CCOc1ccc(-n2c(C)c(C(C)=O)c(C(C)=O)c2C)cc1	8	3	-14	1.9	-2	-14	-4	-13	14
COc1ccc(N2CCN(C(=O)C3(S(=O)(=O)c4ccc(C)cc4)CC3)CC2)cc1	-9	2	1	3.0	-3	-10	3	-9	9
O=C(NC1CCCCC1)N1CCN(c2ncccn2)CC1	-6	2	-4	0.4	1	-8	-13	-14	2
NS(=O)(=O)c1ccc(CCNC(=O)[C@@H]2CCCN2S(=O)(=O)c2ccccc2F)cc1	-24	3	0	0.9	-5	-10	8	-7	7
CN(C)CCCN1C(=O)C2CCc3[nH]c4ccccc4c3C2C1=O (stereo not given)	-9	1	1	1.3	2	2	11	-17	1
CCOC(=O)c1cnc(-c2cccc(OC)c2)[nH]c1=O	10	0	-8	-0.8	-4	2	4	-2	4
CC(C)Cc1ccc(CN2CCCC(NC(=O)c3nn(C)c(=O)c4ccccc34)C2)cc1 (stereo not given)	-9	3	·	0.4	-5	-9	·	-3	4
COC(=O)c1ccc(S(=O)(=O)N2CCCN(Cc3ccc(F)cc3)CC2)n1C	-4	5	-2	2.5	-3	-18	-16	5	5
CC(C)C(=O)Nc1cc(C(F)(F)F)ccc1N1CCOCC1	0	0	1	0.0	0	-9	2	-6	10
Cc1ccc(-c2nnn(C(C)C(=O)N3c4ccccc4CCc4ccccc43)n2)cc1 (stereo not given)	0	-1	-8	0.0	-2	-28	-3	-10	4
Cc1c(NC(=O)c2cc3c(s2)CCCC3)c(=O)n(-c2ccccc2)n1C	6	0	-20	0.3	-8	9	-20	-14	-5
C=CCn1c(SCC(=O)c2c(N)n(C3CC3)c(=O)[nH]c2=O)nnc1-c1ccc(OC)cc1	-2	1	·	0.6	-2	-4	·	3	3
COc1ccc(NC(=O)CC2SC(N3CCOCC3)=NC2=O)cc1OC (stereo not given)	-1	1	9	0.2	-2	5	-10	-21	2
CCc1ccccc1NC(=O)COc1ccc2c(=O)c(Oc3cc(C)ccc3C)coc2c1	-13	1	4	0.4	-6	-9	-12	-2	6
Cc1ccccc1-c1nc(CS(=O)(=O)CC(=O)N2CCN(C)CC2)c(C)o1	2	18	-4	2.1	-2	0	-17	-12	1
CC1c2ccsc2CCN1S(=O)(=O)c1ccccc1 (stereo not given)	-8	-1	-8	0.3	-6	-11	-10	-7	12
CCOc1c(O)ccc(C2NC(=O)N(C)C(C)=C2C(=O)OC)c1[N+](=O)[O-] (stereo not given)	0	2	-10	1.0	-3	3	-8	-11	3
O=C1c2ccncc2C(=O)N1CNc1ccc(Cl)cc1	0	1	-8	0.5	-4	-3	-8	-6	1
CC(C)N(Cc1nc(-c2ccc3c(c2)OCO3)no1)CC1CCC(=O)N1 (stereo not given)	6	1	-5	2.0	-4	-6	-7	-7	5
CN1CCN(c2ccc(NC(=O)c3ccc(-c4ccc(Cl)cc4)o3)cc2)CC1	5	2	-4	1.4	-6	17	-13	1	-13
COc1ccc(CNC(=O)C/C(C)=N/NC(=O)C(c2ccccc2)c2ccccc2)cc1	-1	-1	-20	0.2	-1	-12	-22	-11	5
CCOC(=O)C1CN(S(=O)(=O)c2ccc(C)cc2)C1	-9	1	-9	0.2	-3	-11	-2	-6	8
N#C/C(=C\c1c(N2CCCCC2)nc2ccccn2c1=O)S(=O)(=O)c1ccccc1	-20	12	-7	5.3	-5	19	-23	-1	-8
Cc1cccc(NC(=O)c2ccc(NS(=O)(=O)c3cccc4cccnc34)cc2)c1	3	8	·	1.6	-1	5	·	-6	-2

Looked up above.
Result of CC1c2ccsc2CCN1S(=O)(=O)c1ccccc1 (stereo not given) in M1 ag parental: 0.3
Result of COc1ccc(CNC(=O)C/C(C)=N/NC(=O)C(c2ccccc2)c2ccccc2)cc1 in M4 antag: -1
Result of N#C/C(=C\c1c(N2CCCCC2)nc2ccccn2c1=O)S(=O)(=O)c1ccccc1 in OXTR potentiator: -7

Carrying on:
SMILES	M4 antag	M4 ag	OXTR potentiator	M1 ag parental	CHRM1 agonist	CHRM1 antagonist	CHO parental Ca	CHO-K1 Ca antag	M1 PAM
Cc1c(/C(O)=C2/C(=O)C(=O)N(CCN3CCOCC3)C2c2ccccn2)cnn1-c1ccccc1 (stereo not given)	5	12	1	2.9	-8	5	-10	-5	-5
CCCC(=O)Nc1cc(-c2nn(C)c(=O)c3ccccc23)ccc1N1CCOCC1	-1	1	-11	-0.1	-1	2	-14	12	-2
ClC(Cl)(c1nnnn1-c1ccccc1)c1nnnn1-c1ccccc1	26	11	-5	4.4	-7	4	93*	2	8
CCOc1cc(NC(=S)Nc2cccc(C)c2)c(OCC)cc1NC(=O)CC(C)C	4	-2	·	1.2	-7	-10	·	-5	10
O=C(O)c1cccc(-n2cccc2/C=C2\NC(=O)N(Cc3ccc(F)cc3)C2=O)c1	3	-1	0	-0.8	-7	11	-10	17	-7
CC(C)NC(=O)N(C)C[C@H]1Oc2ccc(NC(=O)C3CC3)cc2C(=O)N([C@H](C)CO)C[C@@H]1C	-2	0	-3	-0.5	9	7	0	5	9
Cc1ccc(-c2n[nH]c(S(C)(=O)=O)c2C#N)cc1	2	0	2	0.2	-3	-6	2	-2	4
O=C(NNC(=O)c1ccc2ccccc2c1)c1cccc(Br)c1	5	0	·	-0.1	-3	-2	·	-6	-2
CCn1c(CSc2nncn2-c2ccc(OC)cc2)nc2cc(S(=O)(=O)N(C)C)ccc21	6	0	0	0.4	-7	-12	-9	-4	13
COC(=O)c1ccc(-c2noc(CN3C[C@H]4CC[C@H]3C4)n2)cc1	-10	2	4	0.5	-11	-2	-6	-10	-2
Cc1ccc(NC(=O)CN(C)C(=O)CCC(=O)N2CCOCC2)cc1	4	1	1	0.6	-2	-8	-22	4	6
CC(NCc1nc2ccccc2n1C)C12CC3CC(CC(C3)C1)C2 (stereo not given)	3	0	-3	2.0	-7	2	-23	-14	1
CC(C)C[C@H]1CNC(=S)N1CC1CCN(CC2CCCC2)CC1	-7	0	·	0.8	-10	-2	·	13	0
COc1ccccc1CNS(=O)(=O)c1ccc2c(c1)NC(=O)C(C)S2 (stereo not given)	-16	9	-9	10	2	0	-17	-13	-1
C[C@H](NC(=O)C(c1ccccc1)c1ccccc1)c1ccccc1	-4	0	·	-1.3	-11	9	·	-5	-3
COc1ccc(/C=C2\SC(=Nc3ccccc3Cl)NC2=O)c(OC)c1	-13	0	·	0.9	-4	0	·	-12	0
S=C(NCc1ccccc1)N1CCN(C(=S)NCc2ccccc2)CC1	-3	1	-8	0.9	-4	-7	-15	-17	7
CCn1c(SCC(=O)Nc2ccc(C)cc2)nc2sc3c(c2c1=O)CCN(C)C3	0	0	3	-0.6	-5	-9	-13	-1	14
COc1ccc(S(=O)(=O)N2CCOC2CNC(=O)C(=O)NCCc2ccc(S(N)(=O)=O)cc2)cc1 (stereo not given)	-5	1	0	0.0	-3	4	72*	10	0
CCOC(=O)C1CCN(CC(=O)NC(=O)NC2CCCCC2)CC1	-13	1	-5	0.1	-3	-11	-3	-8	13
O=C(Nc1cc(Sc2ccccn2)cc([N+](=O)[O-])c1)c1ccc([N+](=O)[O-])cc1	-22	8	-18	2.6	2	24*	41*	-4	-16
CCOC(=O)C1CCN(C(=O)c2ccccc2NS(=O)(=O)c2ccc(F)c(F)c2)CC1	-6	3	-5	0.3	-5	-4	-16	-2	13
Oc1ccccc1/C=N/NC(=S)NC1CC2CCC1C2 (stereo not given)	-9	2	-12	3.3	0	-3	1	-14	0
CCOc1ccc(NS(=O)(=O)c2cc(C(=O)N3CCN(C(C)=O)CC3)ccc2Cl)cc1	6	1	2	0.9	-5	-9	-6	-12	4
O=C(CCN1C(=O)NC2(CCCC2)C1=O)Nc1ccc(-c2nc3ccccc3s2)cc1	27*	28	-10	12	0	27	-7	-3	-10
CC1(CCc2ccccc2)NC(=O)N(CC(=O)O)C1=O (stereo not given)	-2	0	-6	-0.1	-3	-16	5	-7	2
COc1ccc(C(=O)NNC(=O)CSc2nnc(-c3cccnc3)n2C)cc1	2	1	-7	0.2	0	4	4	7	6
COc1ccc(OC)c(CN2CCCC(CCC(=O)N(C)CCc3ccccn3)C2)c1 (stereo not given)	-9	0	-11	-0.2	-7	17	-15	2	-7
Cc1ccc(C(=O)NCN2CCN(c3ccccc3)CC2)cc1	-10	1	·	1.1	-6	-10	·	-1	6
Clc1ccc(-c2ccc(CNCc3ccccn3)o2)cc1	1	2	-8	0.4	-7	-15	0	-4	3
